Screening data from PubChem.
Bim-Mcl-1 = disrupts Bim peptide binding to human Mcl-1; Bead-based flow cytometry, Bim peptide-Mcl-1 binding; inhibition, % at 10 µM; 190,000 compounds, 0.1% hits; AID 1009; in the data active means inhibition above about 40%;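 further: 0% = no compound tracer wells and 100% = peptide blocker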
Target sequence (Q07820 whole entry, looked up): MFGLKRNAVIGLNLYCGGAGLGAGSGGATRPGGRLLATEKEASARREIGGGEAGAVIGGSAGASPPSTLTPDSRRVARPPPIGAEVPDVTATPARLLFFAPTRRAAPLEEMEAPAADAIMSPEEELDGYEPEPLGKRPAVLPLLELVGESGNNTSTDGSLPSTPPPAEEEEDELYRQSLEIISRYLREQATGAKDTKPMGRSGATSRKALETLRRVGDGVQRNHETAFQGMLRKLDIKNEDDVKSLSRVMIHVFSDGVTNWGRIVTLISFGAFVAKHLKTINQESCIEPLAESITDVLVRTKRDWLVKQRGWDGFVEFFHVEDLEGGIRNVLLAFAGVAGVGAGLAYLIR
Rac1 wt GTP bind = alters GTP binding to wildtype human Rac1; AID 757; GTP binding activity (% of control), % at 10 µM; P63000; 190,000 compounds, 0.27% hits; GST-Rac1 beads, fluorescent GTP binding, flow cytometry; actives lie on both sides; 0 = cold GTP competed, 100 = untreated;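 active means GTP binding activity at least 20 points away from the 100% control level, either lower or higher; inconclusive means compound flagged as likely green fluorescent, judged across all proteins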
Mcl1-Bid inh = disrupts binding of human Mcl-1 to Bid peptide. Q07820. TR-FRET Mcl-1/Bid-Dy647 peptide binding, 1536-well. inhibition, % at 21.7 µM. 220,000 compounds, 0.97% hits;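 active means compounds that cut the binding signal by more than half at the single screening dose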;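 further: His-tagged Mcl-1 with europium anti-His antibody binding Bid BH3 peptide; 0% = Mcl-1 plus peptide wells and 100% = peptide-only wells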
HRas wt GTP bind = modulators of GTP binding to human HRas wildtype; P01112; 190,000 compounds, 0.14% hits; GTP binding activity, % at 10 µM; GST-Ras wt beads, Bodipy-FL-GTP binding, flow cytometry; actives lie on both sides;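 active means GTP binding activity at least 20% away from the 100% baseline, either lowered as inhibitor or raised as activator; inconclusive means flagged as likely green fluorescent, judged across all proteins in the well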;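 further: 0% = unlabeled GTP competition control and 100% = no-compound control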
Target sequence (P01112 whole entry, looked up): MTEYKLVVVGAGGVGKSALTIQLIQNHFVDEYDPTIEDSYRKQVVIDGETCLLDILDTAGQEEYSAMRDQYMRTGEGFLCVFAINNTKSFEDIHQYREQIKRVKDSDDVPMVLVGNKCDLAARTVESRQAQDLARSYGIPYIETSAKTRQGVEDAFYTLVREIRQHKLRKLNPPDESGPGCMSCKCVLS
Avidin fluor = avidin bead compound fluorescence profile; Avidin beads, compound fluorescence 488/530 nm, flow cytometry; stronger effect = higher value; fluorescence (KMESF) at 10 µM; 220,000 compounds, 0.38% hits; AID 1775; in the data active means fluorescence above about 47; further: inactives centre near 10
Pf gametocyte = P. falciparum stage V gametocyte viability inhibition; P. falciparum stage V gametocytes, ATP luminescence, 24 h; inhibition, % at 10.9 µM; 150,000 compounds, 0.065% hits; AID 743093;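 active means inhibition above the mean plus 3 SD of compounds within the control limits, set per campaign, cut at about 38% in these data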;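 further: 0% = DMSO wells and 100% = medium only without gametocytes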
Cdc42 wt GTP = human Cdc42 wildtype GTP binding change, either direction. GST-Cdc42 beads, Bodipy-GTP binding, flow cytometry; actives lie on both sides. 190,000 compounds, 0.2% hits. percent activity (GTP binding), % at 10 µM. P60953;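 active means percent activity GTP binding at least 20 points away from the 100% baseline, either down as inhibitor or up as activator; inconclusive means compound flagged as likely green fluorescent from well-wide comparison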;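 further: median bead fluorescence of bound Bodipy-FL-GTP at 100 nM; 0% = excess unlabeled GTP control and 100% = no compound control; below 100% means less GTP binding so inhibitor and above means activator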
Target sequence (P60953 whole entry, looked up): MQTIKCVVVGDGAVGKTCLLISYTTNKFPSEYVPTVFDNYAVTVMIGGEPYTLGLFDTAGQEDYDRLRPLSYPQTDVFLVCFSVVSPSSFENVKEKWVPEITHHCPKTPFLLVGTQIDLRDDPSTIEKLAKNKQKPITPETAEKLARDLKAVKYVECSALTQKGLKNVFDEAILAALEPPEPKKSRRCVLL
Rab7 wt modul = modulators of GTP binding to dog Rab7 wildtype GTPase | GST-Rab7 beads, fluorescent GTP binding, flow cytometry; actives lie on both sides; untreated = 100%, excess cold GTP = 0% | GTP binding activity (percent of control), % at 10 µM | 190,000 compounds, 0.055% hits | AID 758;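 active means fluorescent GTP binding to Rab7 beads changed by at least 20 points from the 100% baseline, either direction, mostly lower; inconclusive means compound itself probably fluorescent, or too few beads counted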;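 further: median green fluorescence of bound Bodipy-FL-GTP per Rab7 bead population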
Rac1 mut GTP = alters GTP binding to activated mutant human Rac1; percent activity (GTP binding), % at 10 µM; P63000; GST-Rac1 activated beads, fluorescent GTP binding, flow cytometry; actives lie on both sides; 100% means binding = to untreated wells; AID 764; 190,000 compounds, 0.11% hits;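 active means GTP binding at least 20 percentage points away from the 100% baseline, in either direction, so actives lie on both sides; inconclusive means Compound likely fluorescent itself, or too few beads counted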
Rab2A wt mod = changes GTP binding to wildtype dog Rab2A, up or down; P61105; GST-Rab2 wt beads, Bodipy-GTP binding, flow cytometry; GTP binding activity, % at 10 µM; 190,000 compounds, 0.19% hits; AID 760;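 active means GTP binding activity at least 20 points away from 100%, either lowered or raised; inconclusive means signal likely due to the compound's own green fluorescence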;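 further: 0% = beads with excess unlabeled GTP and 100% = no-compound control corrected for plate trend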
Mcl1-Noxa inh = disrupts binding of human Mcl-1 to Noxa peptide; inhibition, % at 21.7 µM; AID 1022; Q07820; 220,000 compounds, 1.5% hits; TR-FRET Mcl-1/Noxa peptide binding, 2 h;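 active means compounds that cut the protein-peptide binding signal by more than 50% relative to plate controls in a single-dose test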;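 further: His-tagged Mcl-1 with rhodamine Noxa BH3 peptide and terbium anti-His antibody; 0% = Mcl-1 plus Noxa peptide wells and 100% = peptide-only wells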
* = called active by the depositor; ? = inconclusive; · = no result given.

SMILES	Bim-Mcl-1	Rac1 wt GTP bind	Mcl1-Bid inh	HRas wt GTP bind	Avidin fluor	Pf gametocyte	Cdc42 wt GTP	Rab7 wt modul	Rac1 mut GTP	Rab2A wt mod	Mcl1-Noxa inh
COc1cc2c(cc1OC)C(c1ccc(N(C)C)cc1)CC(=O)N2 (centres undefined)	-2	97	-49	99	13	-5	98	100	96	100	1
Cc1cc(-c2ccco2)n(-c2ccccc2)n1	-2	104	-15	98	23	·	103	98	97	97	11
CCCCSc1nnc(-c2ccc(C)cc2)c2ccccc12	-2	102	8	97	16	-16	97	99	94	93	1
Cc1ccc(NC2=NCC(Cc3ccc(Br)cc3)S2)cc1 (centres undefined)	0	98	2	94	9	-6	96	90	94	94	21
CCn1c(SCC(=O)N2CCN(c3ccccc3)CC2)nnc1-c1ccncc1	·	102	-24	101	4	·	101	102	100	101	-10
CN(C)c1ccc(/C=N/NC(=O)CN2CCN(c3ccc(F)cc3)CC2)cc1	-1	104	-22	104	2	·	104	99	103	100	-4
O=C(c1ccccc1NS(=O)(=O)c1cccc([N+](=O)[O-])c1)N1CCOCC1	0	?	-8	?	9	·	?	?	?	?	19
Cc1ccc(N2CC(C(=O)Nc3nnc(SCC(=O)Nc4cc(C)on4)s3)CC2=O)cc1 (centres undefined)	4	103	16	100	11	-18	98	98	100	98	-24
COc1ccccc1/C=C/C=N/N1CCN(Cc2ccc(Cl)cc2)CC1	-2	98	-7	96	10	·	98	95	93	95	29
CCCCc1c(O)nc(SCC(=O)O)[nH]c1=O	1	97	-3	99	12	·	97	102	95	98	19
CCOCCCNC(=O)C1CCN(S(=O)(=O)N2CCCC2)CC1	-1	104	-4	101	27	10	98	105	100	100	-9
Cc1cc(-c2ccccc2)n(-c2ccc(C(N)=O)cc2)n1	-6	102	-1	97	14	·	103	101	99	100	7
O=c1c2ccccc2cnn1Cc1n[nH]c(=S)n1-c1ccc(F)c(Cl)c1	-1	96	-27	97	8	-1	95	101	91	97	13
Clc1ccc(-c2nnc3n2CCCCC3)cc1	0	102	-29	102	10	·	101	103	98	101	7
O=C(COC(=O)CNC(=O)C1CCCCC1)Nc1ccc2ccccc2c1	-8	106	-18	101	26	·	105	101	100	102	15
Fc1c(F)c(F)c(CSc2nc3ccccc3[nH]2)c(F)c1F	-4	98	1	97	12	·	96	97	97	100	-6
Cc1ccc(C(=O)COC(=O)c2cnccn2)cc1	0	100	0	97	6	-25	101	98	97	102	-9
CCOC(=O)c1cnc2ccc(Cl)cc2c1NCCN(C)C	-4	103	-6	101	8	-78	103	96	100	101	2
O=C(Nc1ccc(Cl)cc1)C(c1ccccc1)N(CCO)CCO (centres undefined)	-6	103	-8	101	35	-6	102	101	99	99	11
CCCCCC1CC(=O)N(Cc2ccccc2)C(=O)N1 (centres undefined)	0	99	-9	98	11	·	99	95	100	96	-4
CCCC12CN3CC(C)(CN(C1)C3c1ccco1)C2=O (centres undefined)	-1	100	-6	95	12	-3	96	95	99	94	8
CCOC(=O)c1sc(NC(=O)Cc2ccc(F)cc2)nc1C	-3	98	5	96	12	5	99	97	96	98	15
[O-]/[N+](=C\c1cccc(Br)c1)c1ccccc1	0	101	-2	97	9	0	98	100	95	96	6
CC(C)(C)c1ccc(NC(=O)COC(=O)CCN2C(=O)c3cccc([N+](=O)[O-])c3C2=O)cc1	-6	97	23	97	7	7	96	96	97	97	-9
COc1ccccc1C(=O)N/C(=C\c1ccc(Br)cc1)C(=O)NCC(=O)O	-3	99	-10	100	16	2	102	101	98	100	0
CC(C)(C)c1ccc(C(=O)c2c[nH]c(C(=O)NCCCn3ccnc3)c2)cc1	-1	99	-11	99	7	-9	99	100	96	99	-26
Cc1cc(-c2nnc(CCC(=O)NC(C)c3ccccc3Cl)o2)no1 (centres undefined)	-1	103	-1	100	13	-35	101	100	98	102	9
O=C(CSc1ncccn1)N1CCN(C(=O)CSc2ncccn2)CC1	-5	107	-5	102	5	·	105	101	101	102	18
CCCCOC(=O)C1=C(C)Nc2ncnn2C1c1ccc(OCC)c(OC)c1 (centres undefined)	0	101	-50	99	30	7	100	96	101	99	7
N#CC1=C(N)Oc2n[nH]c(CSc3ccccc3)c2C12C(=O)Nc1ccccc12 (centres undefined)	-3	86	-15	92	10	14	89	90	90	91	·
CN1CCN(C(=O)c2ccc3c(=O)n(Cc4ccc(Cl)cc4)c(=S)[nH]c3c2)CC1	0	98	-60	102	17	-2	101	100	96	100	21
COc1ccccc1CNC(=O)CCN1C(=O)COc2ccccc21	-1	96	7	97	11	-1	97	96	95	96	12
Cc1nn(C)cc1C(=O)/C=C/c1ccc([N+](=O)[O-])cc1	1	95	-25	94	12	-8	94	95	94	94	3
COC(=O)c1ccc(Cl)c(NC(=O)CN2CCN(Cc3ccccc3)CC2)c1	-1	100	-4	99	15	20	97	103	97	101	2
O=C(Oc1ccccc1)c1ccccc1OS(=O)(=O)c1ccccc1	2	99	-2	97	9	1	99	93	96	97	1
COc1ccccc1NS(=O)(=O)c1cccc(C(=O)N/N=C/c2ccc(N3CCOCC3)cc2)c1	0	104	-34	100	6	0	98	99	101	99	35
Cc1cc(NC(=O)C2(c3ccccc3)CCCC2)no1	0	95	-4	99	59*	-4	99	96	95	99	-5
CC(C)CN(C(=O)c1ccco1)c1nc2ccccc2s1	1	95	-5	96	11	-1	93	92	95	95	-3
Cc1c(NC(=S)NC(=O)C2CCCCC2)c(=O)n(-c2ccccc2)n1C	-4	106	-9	97	-2	7	101	97	96	98	2
CCC(C)C(NC(=O)OC(C)(C)C)C(=O)NC(C(=O)N1CCCC1C(N)=O)C(C)CC (centres undefined)	-5	102	4	100	8	·	102	98	96	102	36
CCOC(=O)c1c(C)nc2c(c1-c1ccccc1)C(=O)CC(C)(C)C2	-6	103	3	99	14	·	98	100	99	100	5
COc1ccc(CN(C)C(=S)Nc2ccc(Cl)cc2)cc1	-2	97	-45	99	17	-5	97	101	97	97	-12
CCOC(=O)c1cnc(SCC(=O)Nc2cc(C(F)(F)F)ccc2N2CCOCC2)nc1N	0	102	-33	99	5	-5	101	100	98	101	9
CC(NC(=O)c1cc2ccccc2o1)c1cccs1 (centres undefined)	0	95	1	97	5	·	97	97	95	97	16
NNC(=S)Nc1cc(S(=O)(=O)N2CCOCC2)ccc1N1CCOCC1	0	98	-45	96	5	-5	97	104	97	101	7
O=C(Nc1ccccc1)c1ccc[nH]1	7	107	-40	95	5	15	104	92	101	96	1
Cc1cc(C)c2nc(-c3cccnc3)cc(C(=O)NC(C)c3cnn(C)c3C)c2c1 (centres undefined)	-1	100	-20	98	9	11	98	108	94	100	14
Cc1ccccc1-n1nc(C)c2cc(C(=O)N3CCN(S(=O)(=O)c4ccc(F)cc4)CC3)sc21	1	102	-5	98	30	·	99	101	98	100	-12
CCOC(=O)N1CCC(N2CC34C=CC(O3)C(C(=O)Nc3ccc(C)cc3)C4C2=O)CC1 (centres undefined)	-1	101	-7	99	9	·	97	100	100	99	1
COc1ccc(-c2nnc(-c3cc4ccccc4oc3=O)o2)cc1	0	102	-4	101	3	·	99	102	97	98	-35
C/C(=N\NC(=O)c1cc(C)nc2ccccc12)c1ccc([N+](=O)[O-])cc1	-2	99	-17	92	10	-4	91	91	96	93	2
N#C/C(=C/c1ccc2c(c1)OCO2)C(=O)NCCc1c[nH]c2ccccc12	1	100	-103	99	3	·	100	99	95	97	1
O=C(O)CCCCCNc1nc(=S)[nH]c2ccccc12	2	102	-90	101	11	-2	101	102	98	100	24
Cc1cc2c(=O)n(CC(=O)N3CCN(c4ccccc4)CC3)cnc2s1	-4	103	-3	101	6	9	103	101	101	102	2
COc1ccc(-n2ncc(Cl)c(Cl)c2=O)cc1	-2	104	6	95	11	-2	95	98	93	95	-9
Cc1c(CN2CCC(CO)(Cc3ccccc3)CC2)c2ccccc2n1C	0	103	-39	101	11	-14	97	103	98	98	-8
Oc1ccc(Br)cc1/C=N/Nc1ncc(-c2ccccc2)cn1	6	98	-35	97	20	-6	96	101	96	96	10
CN(C)CCCNC(=O)c1ccc(-c2nc(-c3ccc(Cl)cc3)cs2)cc1	-3	101	11	99	20	11	99	99	96	100	5
COCc1cc(C)nc2sc(C(=O)NN)c(-n3cccc3)c12	-2	97	-26	97	20	19	96	96	95	96	0
Cc1[nH]nc(Nc2ccc(O)cc2)c1[N+](=O)[O-]	2	94	-39	94	11	-7	94	96	95	95	17

An excerpt from above in order of their number in Mcl1-Bid inh, smallest number first:
canonical_smiles,Bim-Mcl-1,Rac1 wt GTP bind,Mcl1-Bid inh,HRas wt GTP bind,Avidin fluor,Cdc42 wt GTP,Rab7 wt modul,Rac1 mut GTP,Rab2A wt mod,Mcl1-Noxa inh
Oc1ccc(Br)cc1/C=N/Nc1ncc(-c2ccccc2)cn1,6,98,-35,97,20,96,101,96,96,10
COCc1cc(C)nc2sc(C(=O)NN)c(-n3cccc3)c12,-2,97,-26,97,20,96,96,95,96,0
Cc1cc2c(=O)n(CC(=O)N3CCN(c4ccccc4)CC3)cnc2s1,-4,103,-3,101,6,103,101,101,102,2

More entries
SMILES	Bim-Mcl-1	Rac1 wt GTP bind	Mcl1-Bid inh	HRas wt GTP bind	Avidin fluor	Pf gametocyte	Cdc42 wt GTP	Rab7 wt modul	Rac1 mut GTP	Rab2A wt mod	Mcl1-Noxa inh
N#CCOc1ccc(C2=NO[C@@H]3[C@@H]4C[C@@H]([C@H]5C(=O)N(c6ccc7c(c6)OCO7)C(=O)[C@@H]45)[C@H]23)cc1	-7	103	-12	100	14	·	98	100	98	99	25
Cc1ccnc(-n2c(CCN3C(=O)c4ccccc4C3=O)nc3ccccc3c2=O)c1	-3	97	-19	97	13	-4	98	96	94	96	-10
CCCCN(Cc1ccco1)C(=O)Cn1ncc2c(=O)oc3ccc(C)cc3c21	2	102	-2	101	7	·	97	100	99	100	9
CNS(=O)(=O)c1ccc(Cl)nc1	0	99	-18	98	2	·	98	96	98	99	-3
CC(C)CNS(=O)(=O)c1ccc(S(=O)(=O)N2CCC3(CC2)OCCO3)cc1	-3	102	0	100	6	-16	99	102	98	98	-7
N#Cc1c(-c2ccccc2Cl)noc1/C=C/Nc1ccc(C(=O)O)cc1	0	88	-25	92	15	24	91	96	90	91	10
O=c1c(C(c2ccccc2)c2c(O)nc3n(c2=O)CCS3)c(O)nc2n1CCS2	0	97	-16	95	3	-6	91	93	95	94	29
CC(C)(C)C(=O)NCCN1CCN(C(=O)C(C)(C)C)CC1	-2	99	0	101	8	-31	98	96	100	98	12
CC(C)n1c(NCc2cc(Cl)ccc2O)nc2ccccc21	-2	92	-23	88	4	·	89	84	90	88	10
Cc1cc(OCC(=O)Nc2ccc3c(c2)OCCO3)ccc1Cl	0	103	5	99	6	·	98	97	96	98	-2
